Screening results as filed in PubChem BioAssay.
MEX-5 binding: C. elegans MEX-5 TCR-2 RNA binding activity | activity score (negative = inhibition of binding), % at 10 µM | AID 1832 | 300,000 tested, 0.38% active | MEX-5/FITC-TCR2 RNA binding, fluorescence polarization; hits give low values | Q9XUB2;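 active = inhibition past about -25% in most replicates, and total fluorescence under double the plate's negative control median, limit read from the data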;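 note: 0% = DMSO and -100% = 5 µM competing unlabeled TCR2 RNA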
GLD-1 TGE inh: GLD-1-TGE RNA interaction inhibition (C. elegans); Q17339; purified GLD-1 + fluorescein TGE RNA, fluorescence polarization; inhibition, % at 5.96 µM; 320,000 tested, 0.44% active; AID 2280;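 active = percent inhibition above a per-plate cutoff, the plate mean of test compounds plus 3 SD, cut at about 30% in these data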;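 note: 0% = DMSO wells with GLD-1 and probe and 100% = wells lacking GLD-1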
GSTO1 inh: counter-screen for RBBP9 inhibitors: inhibitors of human GSTO1 | P78417 | AID 1974 | inhibition, % at 5.96 µM | recombinant GSTO1, activity-based probe fluorescence polarization | 300,000 tested, 1.1% active;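 active = inhibition above the campaign mean inhibition plus 3 SD, cut at about 35% in these data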;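 note: 0% = GSTO1-1 with DMSO and 100% = wells lacking GSTO1-1 enzyme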
PAD4 inh: PAD4 (human) enzyme inhibition; Q9UM07; recombinant PAD4, RCA probe fluorescence polarization; inhibition, % at 6.36 µM; 330,000 tested, 0.41% active; AID 485272;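 active = percent inhibition above a cutoff equal to the mean of all tested compounds plus 3 SD, cut at about 15% in these data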;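 note: 0% = PAD4 with RCA probe and DMSO and 100% = probe without PAD4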
Target sequence (Q9UM07 whole entry, looked up): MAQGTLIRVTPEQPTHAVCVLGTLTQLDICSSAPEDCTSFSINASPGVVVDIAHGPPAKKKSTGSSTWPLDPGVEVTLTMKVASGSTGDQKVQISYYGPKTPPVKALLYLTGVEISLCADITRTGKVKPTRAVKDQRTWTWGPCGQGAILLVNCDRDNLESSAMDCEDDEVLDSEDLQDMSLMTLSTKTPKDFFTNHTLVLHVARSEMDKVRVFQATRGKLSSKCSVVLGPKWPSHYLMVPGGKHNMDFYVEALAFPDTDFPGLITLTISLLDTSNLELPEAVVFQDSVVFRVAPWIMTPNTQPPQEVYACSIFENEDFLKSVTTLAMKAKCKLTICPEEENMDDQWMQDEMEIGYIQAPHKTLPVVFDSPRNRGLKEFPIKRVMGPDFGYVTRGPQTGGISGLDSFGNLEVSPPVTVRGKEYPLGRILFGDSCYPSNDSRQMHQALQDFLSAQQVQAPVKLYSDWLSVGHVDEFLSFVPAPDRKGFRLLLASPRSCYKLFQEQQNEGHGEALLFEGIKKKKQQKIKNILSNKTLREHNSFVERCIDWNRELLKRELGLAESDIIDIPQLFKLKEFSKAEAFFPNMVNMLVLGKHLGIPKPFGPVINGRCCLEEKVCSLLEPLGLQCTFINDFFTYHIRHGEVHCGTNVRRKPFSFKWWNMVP
TPT1 inh: C. albicans TPT1 enzyme inhibition. recombinant caTPT1, FP RNA substrate dephosphorylation. inhibition, % at 5 µM. 300,000 tested, 0.81% active. AID 1962;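 active = inhibition above the mean of all tested compounds plus 3 SD, set per screening campaign, cut at about 24% in these data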;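 note: plate controls were DMSO alone for no effect and ferristatin control at 100 nM for full effect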
MCL1-BIM inh: inhibitors of human MCL1 binding to BIM-BH3 peptide. inhibition, % at 10.9 µM. AID 2057. GST-MCL1 / FITC-Bim-BH3 fluorescence polarization. 320,000 tested, 0.68% active. Q07820;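 active = inhibition above the mean inhibition of all tested compounds plus 3 SD, set per campaign, cut at about 40% in these data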;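 note: 0% = DMSO wells and 100% = unlabeled Bim-BH3 peptide control; higher means more loss of mP so more displacement of Bim peptide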
PME-1 primary: blocks human protein phosphatase methylesterase 1; recombinant PME-1, FP-Rh probe fluorescence polarization; 320,000 tested, 0.53% active; inhibition, % at 5.9 µM;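 active = inhibition above the campaign mean of all compounds plus 3 SD, cut at about 26% in these data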;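 note: competitive labeling of PME-1 active site by serine hydrolase directed probe; 0% = PME-1 with DMSO and 100% = wells lacking PME-1 enzyme; inhibitors block probe labeling so polarization falls and inhibition rises; many of its hits are not listed in these tables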
BCLXL inh: inhibitors of human Bcl-xL | Q07817 | GST-Bcl-xL / FITC-Bim BH3 peptide fluorescence polarization | inhibition, % at 10.9 µM | 320,000 tested, 0.7% active | AID 2129;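 active = inhibition above the mean of all tested compounds plus 3 SD, cutoff set per campaign, cut at about 30% in these data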;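 note: 0% = DMSO wells and 100% = unlabeled Bim-BH3 peptide competitor; inhibitors lower millipolarization by displacing the labeled peptide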
Target sequence (Q07817 whole entry, looked up): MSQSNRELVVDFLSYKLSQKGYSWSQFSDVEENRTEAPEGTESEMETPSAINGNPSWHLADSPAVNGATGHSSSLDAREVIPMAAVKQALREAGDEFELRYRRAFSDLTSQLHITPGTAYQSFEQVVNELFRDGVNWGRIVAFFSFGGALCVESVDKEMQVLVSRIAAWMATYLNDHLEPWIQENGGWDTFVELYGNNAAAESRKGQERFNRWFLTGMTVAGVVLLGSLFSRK
Fam108B counter: Fam108B inhibition, counter-screen for RBBP9 inhibitors; recombinant Fam108B, FP-Rh probe fluorescence polarization; inhibition, % at 9.51 µM; 300,000 tested, 0.33% active; AID 1947;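 active = inhibition above the screen mean inhibition plus 3 SD, computed separately per campaign, cut at about 18% in these data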;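 note: inhibitors lower polarization as less probe binds the enzyme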
* marks the source's active call; other numbers are inactive results; nt = not tested or not shown. This is a subset; count on the stated rates, not on these rows.

SMILES	MEX-5 binding	GLD-1 TGE inh	GSTO1 inh	PAD4 inh	TPT1 inh	MCL1-BIM inh	PME-1 primary	BCLXL inh	Fam108B counter
Cn1c(=O)c(/C(N)=N/OC(=O)c2ccccc2)cn(-c2ccccc2)c1=O	-1.9	3	-3	4	1	1	2	4	-1
COC(=O)c1nn(-c2ccc(OC)cc2)c(=O)cc1Oc1ccccc1	2.1	3	-1	-3	0	1	-7	1	-1
CC(C)(C)NC(=O)CN(C(=O)CCC(=O)Nc1nccs1)c1ccc(F)cc1	0.0	3	5	-1	-5	5	-2	9	3
COc1ccc(NCC(=O)Nc2cc(S(=O)(=O)N3CCOCC3)ccc2N2CCOCC2)c(OC)c1	1.2	-4	-2	0	0	-11	-5	-8	-1
CN1C(=S)SC2CS(=O)(=O)CC21 (stereo not drawn)	-3.2	-2	2	0	-3	0	0	2	-3
O=C(CSc1nccc(=O)[nH]1)NCc1ccc(Cl)cc1	-1.3	0	0	-3	1	-2	-5	4	-3
O=C1CN(C(=O)CNC(=O)c2ccccc2Cl)c2ccccc2N1	1.5	-3	-3	2	-2	-9	-2	0	2
COc1ccc(CN(C(=O)c2cccs2)c2ccccc2C(=O)O)cc1	2.9	-3	3	-2	3	4	3	8	2
Cc1ccc2c(c1)-c1nc3ccccc3cc1C2=NC1CCCCC1	nt	-3	-5	1	1	1	3	0	-5
COc1ccc(CCNC(=O)CCn2cccc2)cc1OC	-2.0	-2	-2	-1	-1	9	-2	1	4
COc1ccc(-n2nc(C(=O)NCC(=O)NCCCN3CCN(C)CC3)c3ccccc3c2=O)cc1OC	-0.7	-4	-6	-7	0	-7	-7	-5	-7
O=C(Cn1nnc(-c2ccccc2)n1)NC1CCS(=O)(=O)C1 (stereo not drawn)	-3.0	-6	-9	2	4	-23	-4	-4	4
Cc1cc(NC(=O)CSc2ccc3nnc(-c4cccc(F)c4)n3n2)no1	0.4	2	1	-2	1	6	1	3	0
O=C(Nc1nnc(-c2ccccc2)s1)c1cc(S(=O)(=O)N2CCOCC2)c(Cl)cc1Cl	-2.0	-4	-1	-3	-2	5	-16	6	1
O=C(Nc1cccc(NS(=O)(=O)c2ccc(S(=O)(=O)NC3CC3)cc2)c1)c1ccccn1	-2.0	-3	-12	-9	1	5	0	5	-2
CN1CCC(=O)N(CCSc2ccc(Br)cc2)CC1	0.1	0	3	-1	-3	7	0	2	-2
COCCNCCCOc1ccc(Cl)cc1Br	-1.5	-3	1	-17	-5	3	3	8	1
CCn1nnnc1SCC(=O)c1ccc(NC(C)=O)cc1	0.1	0	8	0	-1	4	4	3	-4
Cc1ccc(CNCc2cc(Cl)ccc2O)cc1	nt	11	-9	0	-3	-10	-11	-1	0
Cc1c(NC(=S)NC(=O)C(c2ccccc2)c2ccccc2)cccc1C(=O)O	-1.5	7	-9	-1	0	6	-7	8	-1
COC(=O)C1(Cc2cc(-c3cccc(Br)c3)no2)CCN(C(=O)OC(C)(C)C)CC1	1.9	2	3	-2	0	-2	-3	-1	-1
O=C(O)CC1Sc2nnc(COc3ccc(Cl)cc3)n2N=C1c1ccccc1 (stereo not drawn)	1.5	-1	3	-4	-1	-12	-7	-21	-2
CC(C)(C)c1cc(OC(=O)C2CCCC2)ccc1O	-1.6	1	5	1	-3	5	3	7	1
CCN(CCNC(=O)C1CCC(=O)N1Cc1ccc(C)cc1)c1ccccc1 (stereo not drawn)	0.7	7	1	-3	-2	0	5	3	1
COc1ccccc1NC(=S)NCCSc1ccc(C)cc1	2.0	-2	-6	5	1	13	1	5	-1
Cc1c(C(=O)N2CCOCC2)sc(NC(=O)c2ccc([N+](=O)[O-])cc2)c1C#N	-2.2	-3	4	-4	-2	-3	2	0	1
O=C(NCc1c(F)cccc1F)c1cc(COc2c(F)cccc2F)on1	-0.1	6	5	0	-3	14	-5	0	8
CCc1nc(SCC(=O)N2CCN(C(=O)c3ccco3)CC2)c2c3c(sc2n1)CCCC3	-1.7	-4	-4	-4	-6	-2	-1	-2	-3
Cn1c2c(c(=O)n(C)c1=O)C(C(F)(F)F)(C(F)(F)F)N=C(C1CCCCC1)N2	2.2	-1	-5	1	0	5	-2	6	5
O=C(CSCc1ccc(Cl)cc1)N/N=C/c1ccc(OCC(=O)Nc2ccccc2)cc1	3.0	8	-5	1	-6	5	-10	3	-7
CCOC(=O)c1cc(NC(=O)CSc2nnc(CN3CCOCC3)n2C)ccc1Cl	-1.5	-4	1	-3	-3	-3	1	-1	-3
CCC(=O)c1c(NC(CC)CO)cc(C)oc1=O (stereo not drawn)	1.0	3	5	-10	-3	-2	-9	-2	3
CCC(C)NC(=O)C1c2cc(OC)c(OC)cc2C(=O)N(C)C1c1cccs1 (stereo not drawn)	1.6	4	-3	0	0	4	2	5	2
Cc1ccc(C(=O)c2ccc([N+](=O)[O-])cc2)cc1	1.0	1	8	-2	-3	6	-1	2	0
COc1ccc(OC)c(NC(=O)COC(=O)CNC(=O)c2ccc(OC)c(OC)c2)c1	-0.7	2	1	2	3	-3	2	-1	-4
COc1ccccc1C(=O)Nc1ccnn1C1CCN(C(=O)C2CCOC2)CC1 (stereo not drawn)	0.8	7	0	0	0	3	4	6	-6
COc1cccc(CSc2nc3cc4c(cc3cc2C)OCCO4)c1	-0.4	2	1	3	6	7	0	2	-5
Cc1ccc(OC[C@H](O)[C@H](C)NC(C)C)c2c1CCC2	nt	2	7	1	-5	-4	1	1	7
CCc1nnc(SCc2ccc(OC(C)C)cc2)n1N	-0.8	1	7	-4	-1	-4	-3	1	1
Cc1ccc(C)c(OCc2ccc(C(=O)N3N=C(C(F)F)CC3(O)C(F)F)o2)c1 (stereo not drawn)	nt	2	0	-3	-4	-2	-1	-2	-1
CCOC(=O)N1CCN(C(=O)CCn2c(=S)[nH]c3ccsc3c2=O)CC1	0.9	0	6	-3	3	-1	-8	4	-2
COc1ccc(CN(CCC(c2ccccc2)c2ccco2)C(=O)c2ccco2)cc1 (stereo not drawn)	6.4	-8	2	-4	3	-1	-11	-3	-5
Cc1ccnn1CCC(=O)N1CCCC(CCC(=O)N2CCN(c3ccccn3)CC2)C1 (stereo not drawn)	-3.1	2	4	-5	-1	7	-7	7	1
Cc1cccc(C(=O)NC(=S)Nc2ccc(S(=O)(=O)N(C)c3ccccc3)cc2)c1	1.4	4	-13	-3	-1	9	-6	2	-7
CC(C)Cn1c(CCNC(=O)c2ccco2)nc2ccccc21	-1.6	8	-1	-4	2	-1	-6	-1	1

Reformatted: three of the compounds above
compound: CCC(=O)c1c(NC(CC)CO)cc(C)oc1=O (stereo not drawn)
  MEX-5 binding: 1.0
  GLD-1 TGE inh: 3
  GSTO1 inh: 5
  PAD4 inh: -10
  TPT1 inh: -3
  MCL1-BIM inh: -2
  PME-1 primary: -9
  BCLXL inh: -2
  Fam108B counter: 3

compound: CCOC(=O)N1CCN(C(=O)CCn2c(=S)[nH]c3ccsc3c2=O)CC1
  MEX-5 binding: 0.9
  GLD-1 TGE inh: 0
  GSTO1 inh: 6
  PAD4 inh: -3
  TPT1 inh: 3
  MCL1-BIM inh: -1
  PME-1 primary: -8
  BCLXL inh: 4
  Fam108B counter: -2

compound: Cc1cccc(C(=O)NC(=S)Nc2ccc(S(=O)(=O)N(C)c3ccccc3)cc2)c1
  MEX-5 binding: 1.4
  GLD-1 TGE inh: 4
  GSTO1 inh: -13
  PAD4 inh: -3
  TPT1 inh: -1
  MCL1-BIM inh: 9
  PME-1 primary: -6
  BCLXL inh: 2
  Fam108B counter: -7

Of the compounds above, 5 have a thiophene ring, fused or not.
SMILES	MEX-5 binding	GLD-1 TGE inh	GSTO1 inh	PAD4 inh	TPT1 inh	MCL1-BIM inh	PME-1 primary	BCLXL inh	Fam108B counter
COc1ccc(CN(C(=O)c2cccs2)c2ccccc2C(=O)O)cc1	2.9	-3	3	-2	3	4	3	8	2
Cc1c(C(=O)N2CCOCC2)sc(NC(=O)c2ccc([N+](=O)[O-])cc2)c1C#N	-2.2	-3	4	-4	-2	-3	2	0	1
CCc1nc(SCC(=O)N2CCN(C(=O)c3ccco3)CC2)c2c3c(sc2n1)CCCC3	-1.7	-4	-4	-4	-6	-2	-1	-2	-3
CCC(C)NC(=O)C1c2cc(OC)c(OC)cc2C(=O)N(C)C1c1cccs1 (stereo not drawn)	1.6	4	-3	0	0	4	2	5	2
CCOC(=O)N1CCN(C(=O)CCn2c(=S)[nH]c3ccsc3c2=O)CC1	0.9	0	6	-3	3	-1	-8	4	-2

More compounds follow.
SMILES	MEX-5 binding	GLD-1 TGE inh	GSTO1 inh	PAD4 inh	TPT1 inh	MCL1-BIM inh	PME-1 primary	BCLXL inh	Fam108B counter
Cc1cc(C(=O)Nc2nnc(C3CCCCC3)s2)no1	0.2	-1	0	-3	-5	3	5	-4	-4
CCc1ccc(Nc2nnc(SCC(=O)N(C)CC(=O)Nc3ccccc3CC)s2)cc1	-1.0	-6	1	-4	1	-9	4	-2	6
CCOC(=O)N1CCC(N(CCCOC)C(=O)Nc2cccc(OC)c2)CC1	0.6	-1	2	7	-2	4	-3	6	1
CCOC(=O)N1CCN(C(=O)C2CCN(Cc3nc(-c4ccccc4C)oc3C)CC2)CC1	0.7	1	7	-1	2	3	-1	2	2
COc1ccc(C(F)(F)F)cc1N/C=C\c1nnnn1-c1ccccc1	nt	-6	-16	-6	-3	-12	-5	1	-5
Cc1ccnc(NS(=O)(=O)c2ccc(NC(=O)C34CC5CC(C)(CC(C)(C5)C3)C4)cc2)n1	0.9	1	-59	0	-1	9	-1	12	2
O=C(CN(C(=O)c1csnn1)c1ccccc1Cl)NC1CCCC1	-0.7	2	-1	-5	-2	8	5	7	1
O=C(O)Cc1c(-c2ccccc2)c2cc(Br)ccc2[nH]c1=O	-1.7	-1	10	-3	-3	0	-2	4	-2
Cc1ccc(C(=O)OCc2ccc3c(c2)OCO3)cc1S(=O)(=O)N1CCCCC1	1.0	5	-4	-1	0	7	-6	6	-3
Cc1cc(C)cc(NC(=O)CSc2nc3nc(C)cc(C)c3c(=O)[nH]2)c1	nt	-9	nt	3	nt	0	-6	0	nt
CCOC(=O)c1cn2nc(Oc3cccc(C(F)(F)F)c3)ccc2n1	-0.6	9	-6	-3	-2	-2	3	1	0
COc1ccc(N2CCN(C(=O)NC(=O)c3ccccc3)CC2)cc1	1.8	5	4	5	0	0	3	1	0
CN1C(C(=O)Nc2ccc(OC(F)(F)F)cc2)=CC(c2ccco2)=NS1(=O)=O	-2.2	3	-5	2	2	-1	2	3	3
COc1ccc(OC)c(-n2c(SC)nnc2-c2c[nH]c3ccccc23)c1	-0.8	5	2	-1	-6	-10	1	-7	7
O=C(CCN1CCCCC1)NCC1OCCc2ccccc21 (stereo not drawn)	0.0	6	0	3	1	4	0	0	2
CC(NC(=O)OCc1ccccc1)C(=O)NCC(=O)NC(Cc1ccc(OC(C)(C)C)cc1)C(=O)OC(C)(C)C (stereo not drawn)	-0.9	-2	2	-3	-3	6	8	-1	1
COc1ccc(/C=N/NC(=O)c2cc3cc(OC)c(OC)cc3[nH]2)cc1	-2.6	0	-8	-1	3	7	27*	4	5
